# Lmaj promast = reduces viability of Leishmania major promastigotes. 200,000 compounds, 9% hits. resazurin fluorescence viability. inhibition, % at 10 µM. AID 1063; in the data active = inhibition above about 50%;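 also: promastigotes grown with compound for 44 hours at 28 °C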
# bIAP act = increases bovine intestinal alkaline phosphatase activity; purified bovine IAP, CDP-star luminescence, 30 min; stronger effect = higher value; fold of DMSO-control signal, blank-subtracted; activation factor at 20 µM; 200,000 compounds, 0.17% hits; AID 1016;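 active = activation factor of 2 or more at 20 µM, a signal rise over negative controls twice the positive control's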
# APP 5UTR inh = APP translation inhibition. 190,000 compounds, 0.82% hits. inhibition, % at 2 µM. SH-SY5Y APP 5'UTR-luciferase reporter, luminescence;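 active = inhibition above a set limit, derived from the sample mean plus 3 SD, cut at about 45% in these data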; also: values of inactives mirror those of a sister screen read the other way
# TNAP inh noacc = blocks human TNAP activity with no phosphate acceptor present; P05186; purified TNAP, CDP-star luminescence, 30 min; inhibition, % at 20 µM; 200,000 compounds, 0.26% hits; AID 1012;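 active = tissue-nonspecific alkaline phosphatase inhibition above about 50% at 20 µM in the single-dose screen, limit read from the data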;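 also: 0% = DMSO negative control and 100% = EDTA positive control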
# Target sequence (P05186 whole entry, looked up): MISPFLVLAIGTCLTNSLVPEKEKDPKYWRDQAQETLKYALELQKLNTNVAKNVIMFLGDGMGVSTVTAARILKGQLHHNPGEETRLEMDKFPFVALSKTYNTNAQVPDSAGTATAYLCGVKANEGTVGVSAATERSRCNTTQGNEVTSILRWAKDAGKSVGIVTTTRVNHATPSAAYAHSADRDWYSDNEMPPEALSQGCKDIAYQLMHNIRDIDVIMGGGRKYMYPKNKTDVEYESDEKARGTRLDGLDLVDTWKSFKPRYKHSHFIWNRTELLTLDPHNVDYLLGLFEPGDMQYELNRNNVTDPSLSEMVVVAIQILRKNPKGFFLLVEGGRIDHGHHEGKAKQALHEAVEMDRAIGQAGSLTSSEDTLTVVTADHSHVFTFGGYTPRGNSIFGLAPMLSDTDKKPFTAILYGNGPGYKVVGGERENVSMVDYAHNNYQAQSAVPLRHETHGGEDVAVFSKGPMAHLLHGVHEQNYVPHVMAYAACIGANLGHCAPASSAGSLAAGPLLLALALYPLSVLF
# RAM network inh = inhibitors of the yeast RAM network | S. cerevisiae dse1pr::URA3 reporter, 5-FOA growth OD615, 2 d; analog-sensitive cbk1-as2 kinase mutant strain | inhibition, % at 50 µM | 190,000 compounds, 1.8% hits | AID 868;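 active = inhibition above a set limit, 3 SD over mean compound inhibition, cut at about 8.4% in these data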;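 also: 0% = DMSO-only wells with no growth and 100% = 10 µM 1-NA-PP1 full growth; inhibition rescues growth on 5-FOA so higher OD means more RAM inhibition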
# FLuc act counter = affects firefly luciferase, flagging false hits in luciferase stimulation screens | P08659 | ATPlite luciferase biochemical, luminescence, 10 min; 0 = ATP-free wells, 1 = DMSO control | activation factor at 10 µM | 200,000 tested, under 10 active;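 active = luciferase activation factor, scaled between plate controls, of at least 2 with compound at 10 µM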
# Target sequence (P08659 whole entry, looked up): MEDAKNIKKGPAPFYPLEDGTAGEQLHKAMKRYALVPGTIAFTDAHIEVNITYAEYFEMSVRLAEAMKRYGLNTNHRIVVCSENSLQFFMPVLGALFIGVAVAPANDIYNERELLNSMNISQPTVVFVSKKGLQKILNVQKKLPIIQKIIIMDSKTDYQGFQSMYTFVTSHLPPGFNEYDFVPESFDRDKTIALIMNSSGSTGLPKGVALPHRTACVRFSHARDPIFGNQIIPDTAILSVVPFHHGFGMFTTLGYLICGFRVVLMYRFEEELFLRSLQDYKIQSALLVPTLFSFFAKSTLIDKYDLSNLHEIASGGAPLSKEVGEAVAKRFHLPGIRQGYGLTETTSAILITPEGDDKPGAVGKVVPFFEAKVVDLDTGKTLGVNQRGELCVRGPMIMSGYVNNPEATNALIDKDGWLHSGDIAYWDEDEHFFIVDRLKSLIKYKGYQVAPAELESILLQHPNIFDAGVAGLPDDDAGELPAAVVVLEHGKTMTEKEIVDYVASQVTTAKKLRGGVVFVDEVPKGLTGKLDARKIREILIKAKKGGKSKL
#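 Assay system: Luciferase/luciferin detection reagent, cell-free biochemical luciferase assay / Also added: ATP substrate / Schedule: 10 min at ambient temperature / Measured by: luminescence measurement of luciferase light output / Benchmarks: low control with PBS replacing ATP, high control enzyme plus ATP without compound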
# TNAP act hi DEA = TNAP (human) activation, high acceptor | P05186 | purified TNAP, CDP-star luminescence, 1 M DEA, 30 min; stronger effect = higher value; 0 = EDTA background, 1 = DMSO-only activity | activation factor at 20 µM | 200,000 tested, under 10 active;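 active = activation factor at least 2 at 20 µM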
#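 Test system – human TNAP · Doses – 20 µM single point · Incubation – 30 min, room temperature · Signal – luminescent substrate turnover signal · Read-out basis – activation factor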
# FLuc inh counter = inhibits firefly luciferase, flagging false hits in luciferase inhibition screens | P08659 | ATPLite firefly luciferase biochemical luminescence, 10 min | inhibition, % at 10 µM | 200,000 compounds, 1.5% hits | AID 1006;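 active = inhibition above about 50% when tested at 10 µM, limit read from the data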
# TNAP inh hiacc = inhibitors of human TNAP at high phosphate acceptor concentration; purified TNAP, CDP-star luminescence, 1 M DEA; 200,000 compounds, 0.03% hits; P05186; inhibition, % at 20 µM;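 active = over 50% inhibition of tissue-nonspecific alkaline phosphatase at 20 µM in the single-dose screen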;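 also: plate controls were DMSO wells for no effect and EDTA-quenched wells as full inhibition for full effect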
# bIAP inh = blocks bovine intestinal alkaline phosphatase activity | 190,000 tested, under 10 active | purified bovine IAP, CDP-star luminescence, 30 min | inhibition, % at 20 µM;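 active = over 50% inhibition of intestinal alkaline phosphatase at 20 µM in the single-dose screen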
#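 Assay system – bovine IAP enzyme · Quantity – bovine IAP at 1/65,000,000 final dilution · Detection – CDP-star luminescence signal · Times – 30 min reaction at room temperature · Also added – CDP-star substrate at 30 µM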
# * marks the source's active call; other numbers are inactive results; nt = no result given.
item	canonical_smiles	FLuc act counter	TNAP act hi DEA	TNAP inh noacc	Lmaj promast	bIAP inh	bIAP act	APP 5UTR inh	RAM network inh	TNAP inh hiacc	FLuc inh counter
1	Cc1cc(C)nc(NS(=O)(=O)c2ccc(NC(=O)CCCN3C(=O)c4ccccc4C3=O)cc2)n1	1	1	-8	0	0	1	15	0.1	-2	2
2	Cc1nc(C)c(N)c(=O)[nH]1	1	1	-16	-1	-5	1	22	-1.5	-3	-2
3	Cc1nn2cc(-c3cccc(Cl)c3)cnc2c1Br	1.1	1	-5	0	0	1	6	0.4	-4	-7
4	COc1ccccc1/C=C1\NC(=S)N(CC2CCCO2)C1=O (stereo not given)	1	1	1	-4	4	1	2	-0.1	-2	1
5	Cc1nc2ncnn2c(C)c1CCC(=O)N1CCc2ccccc21	1	1.1	-12	-2	9	0.9	-2	1.1	-6	-4
6	C#CCn1c(=NC(=O)c2ccccc2[N+](=O)[O-])sc2cc(S(C)(=O)=O)ccc21	1.1	1	0	49	2	1	12	2.4	-1	-10
7	CCN(CC)c1ccc(/C=N/NC(=S)NCc2ccc(OC)cc2)cc1	1.1	1	-12	5	24	0.8	-8	0.1	-3	-6
8	CC(C)(C)C1CCc2c(C(=O)N/N=C/c3cccs3)csc2C1 (stereo not given)	0.9	1.1	-10	96*	12	0.9	-17	2.4	-8	7
9	O=C(COc1ccccc1O)c1cccs1	1.1	1.1	-10	0	4	1	-31	1.3	-6	-7
10	Cc1ccc(NC(=O)COC(=O)CCC(=O)c2cccs2)cc1C	1	1	-8	-1	-4	1	-2	1.9	0	3
11	COc1ccc(S(=O)(=O)N2CCC3(CC2)OCCO3)cc1	1.1	1	-10	-9	-4	1	-9	3.7	-4	-7
12	NC(=O)C1CCN(CC(=O)NCc2ccccc2)CC1	1	1	-14	-5	4	1	-1	-0.6	0	-3
13	O=C(N1CCOCC1)N1CCN(CC(O)COc2ccc3ccccc3c2)CC1 (stereo not given)	1	1	-10	0	6	0.9	9	0.2	-4	-4
14	CN1CCN(c2ccc(NC(=O)COc3ccccc3Cl)cc2)CC1	0.9	1	-10	100*	7	0.9	-21	-0.2	0	5
15	COc1ccc(CCN(Cc2cc3cc4c(cc3[nH]c2=O)OCO4)C(C)=O)cc1OC	1	1	-12	nt	9	0.9	nt	nt	-3	-2
16	CCCNC(=S)N1CC2(C)CN(C(=O)C(=O)OC)CC(C)(C1)C2=O	0.9	1	-5	-5	8	0.9	-7	0.1	0	6
17	COc1ccc(N(C(C)C(=O)N/N=C/c2ccc(OC(C)C)cc2)S(C)(=O)=O)cc1 (stereo not given)	1	1	-11	3	-6	1.1	6	3.0	-2	-5
18	O=C(COC(=O)c1cnc(Cl)c(Cl)c1)NCCC1=CCCCC1	1.1	1	-14	-3	3	1	-2	1.3	-2	-7
19	C=CCN1C(=O)C(CC(=O)Nc2ccccc2)SC1=Nc1ccc(S(N)(=O)=O)cc1 (stereo not given)	1	1	-8	-4	0	1	-8	3.8	0	0
20	CCOc1cc(C#N)c(NC(=O)CSc2nnnn2-c2ccc(OC)cc2)cc1OCC	1.1	1.1	-11	1	9	0.9	2	5.9	-7	-5
21	CCN(CC)c1cccc(OC2=NS(=O)(=O)c3ccccc32)c1	0.9	1	-3	80*	3	1	16	0.3	3	6
22	COc1ccccc1N1CCN(C(=O)c2cc(C)oc2C)CC1	1	1.1	1	-6	2	1	-12	2.8	-6	-1
23	CC(C)S(=O)(=O)c1ccc(C(=O)Nc2ccc(F)cc2F)cn1	1	1	-9	-4	4	1	-5	-0.5	-2	-2
24	CCOC(=O)C(NCc1ccc(F)cc1)(NC(=O)c1ccccc1)C(F)(F)F (stereo not given)	1.1	1.1	-3	11	33	0.7	5	3.5	-6	-6
25	COc1ccc(-c2nn(C)c(=O)c3ccccc23)cc1NC(=O)COc1ccccc1	1.1	1	-3	9	-6	1.1	0	2.4	-2	-7

# (list continues)
item	canonical_smiles	FLuc act counter	TNAP act hi DEA	TNAP inh noacc	Lmaj promast	bIAP inh	bIAP act	APP 5UTR inh	RAM network inh	TNAP inh hiacc	FLuc inh counter
26	O=C(NCc1cccs1)c1ccc(S(=O)(=O)N2CCOCC2)cc1	1	1	-5	-2	8	0.9	9	1.4	-2	-5
27	CCN1CCN(C(=O)/C=C/c2c(F)cccc2Cl)CC1	1	1	-11	-2	9	0.9	0	1.3	-3	2
28	Nc1ccc(C(=O)N2CCCC2)cc1CS(=O)(=O)c1ccc(Cl)cc1	1	1	-10	-2	-22	1.2	8	-0.5	-1	2
29	CN(C)c1nc(N(C)C)n(Cc2c(Cl)cccc2Cl)n1	1	1	-11	18	-7	1.1	-11	0.7	-5	-2
30	COc1ccc2c(=O)c3c(=O)n(Cc4ccco4)c(C4CCCCC4)nc3oc2c1	1	1	-8	nt	2	1	nt	nt	-4	-5
31	CC1(c2ccncc2)Nc2ccccc2-c2nc3ccccc3n21 (stereo not given)	1.1	1.1	-14	24	3	1	-2	1.2	-8	-7
32	CCOC(=O)N1CCN(C(=O)CCCn2nc(C)c3sc4ccccc4c3c2=O)CC1	1	1.1	-6	-3	0	1	2	-1.0	-7	-2
33	COc1ccccc1S(=O)(=O)Nc1ccc2cn[nH]c2c1	1.1	1	-11	9	-2	1	6	1.5	-2	-7
34	CCc1cc2c(=O)n(Cc3ccco3)c(SCC(=O)N3CCCc4ccccc43)nc2s1	1	1	-7	32	5	1	-8	3.9	1	0
35	CC(C)c1cc(CN2CCN(Cc3ccc(F)c(F)c3)C(CCO)C2)[nH]n1 (stereo not given)	1	1.1	-7	6	2	1	4	-0.5	-5	-4
36	CCOC(=O)C1=C(CSc2nc3ccccc3s2)NC(=O)NC1c1cc(C)ccc1C (stereo not given)	1.1	1	-5	60*	18	0.8	-13	3.8	-5	-8
37	COc1ccc(C(C(=O)NC2CCCCC2)N(C(=O)CCl)c2ccccc2Cl)cc1 (stereo not given)	1.1	1.1	-46	-2	4	1	-3	5.5	-7	-7
38	CCn1ccnc1CNC(=O)CC1C(=O)NCCN1Cc1ccccc1F (stereo not given)	1	1.1	-6	-6	-28	1.3	0	1.0	-6	1
39	CCOC(=O)c1c(-c2ccc(C)cc2)cn2ccccc12	1.1	1	-7	-1	4	1	-16	2.5	-3	-5
40	CCC1CCCCN1Cc1ccc(N)cc1 (stereo not given)	1	1	3	-4	-4	1	-15	2.5	-1	1
41	COC(=O)c1cccc(S(=O)(=O)N2CCOCC2)c1	1	1	-11	-4	18	0.8	nt	0.9	-3	-1
42	O=C(CSc1nnc(Cc2cccs2)n1-c1ccc(Cl)cc1)NCc1ccc2c(c1)OCO2	1	1.1	-19	9	-6	1.1	11	5.0	-5	0
43	COc1ccc(OC)c2sc(NC(=O)c3ccc(S(=O)(=O)N(C)C)cc3)nc12	1	1.1	-11	19	10	0.9	16	6.0	-6	-2
44	O=C(NCc1ccco1)C1CCN(c2nc3ccccc3n2Cc2ccc(F)cc2)CC1	1.1	1.1	21	32	-1	1	6	2.3	-7	-10
45	Nc1ncnc(Nc2cccc(Cl)c2Cl)n1	1	1	-2	0	-11	1.1	3	0.3	0	1
46	Cc1ccc(C2C(C#N)C(C#N)N3CCCN23)cc1 (stereo not given)	1	1	-5	2	6	0.9	-1	2.3	-1	-3
47	COc1ccc(CC(=O)NCC(=O)N/N=C/c2ccc(C)o2)cc1	1.1	1	-11	-4	7	0.9	34	2.0	2	-6
48	Cc1nnc(SCC(=O)Nc2nc(C(C)(C)C)cs2)s1	1	1.1	-14	3	9	0.9	-9	1.8	-6	-1
49	CCOC(=O)C1(Cc2cccc(F)c2)CCN(C(=O)c2cnccn2)CC1	1.1	1.1	-11	-4	7	0.9	-6	-0.8	-7	-6
50	CC1(C)Cc2cccc(OCC(=O)NC3CC3)c2O1	1	1.1	-12	-2	-14	1.1	-3	0.3	-9	-2

# The last 4 compounds of the part before open the next one.
item	canonical_smiles	FLuc act counter	TNAP act hi DEA	TNAP inh noacc	Lmaj promast	bIAP inh	bIAP act	APP 5UTR inh	RAM network inh	TNAP inh hiacc	FLuc inh counter
47	COc1ccc(CC(=O)NCC(=O)N/N=C/c2ccc(C)o2)cc1	1.1	1	-11	-4	7	0.9	34	2.0	2	-6
48	Cc1nnc(SCC(=O)Nc2nc(C(C)(C)C)cs2)s1	1	1.1	-14	3	9	0.9	-9	1.8	-6	-1
49	CCOC(=O)C1(Cc2cccc(F)c2)CCN(C(=O)c2cnccn2)CC1	1.1	1.1	-11	-4	7	0.9	-6	-0.8	-7	-6
50	CC1(C)Cc2cccc(OCC(=O)NC3CC3)c2O1	1	1.1	-12	-2	-14	1.1	-3	0.3	-9	-2
51	CCc1nc2c(oc3ccccc32)c(=O)[nH]1	1	1	-5	0	-4	1	-9	2.0	-3	2
52	S=C(NCC1CCCO1)Nc1cc(Cl)c(Cl)cc1Cl (stereo not given)	1.1	1	-4	5	14	0.9	17	-0.4	-1	-6
53	CCCCCCC1(C)NC(=S)N(c2ccccc2)N1 (stereo not given)	1.1	1	-6	51*	nt	0.4	-17	-0.4	2	-7
54	COc1ccc(-n2cnc3cc(N)ccc32)cc1	1	1	4	-6	23	0.8	0	1.4	1	3
55	CCn1ncc(CNC(=O)CCSc2nc(-c3ccco3)cc(C(F)(F)F)n2)c1C	1	1	-2	5	4	1	-7	0.6	-2	-3
56	O=C(Nc1cc(Sc2nc3ccccc3s2)cc([N+](=O)[O-])c1)c1ccccc1F	1	1	-7	28	20	0.8	-23	2.4	-3	-4
57	O=c1n(Cc2ccccc2Cl)c2sc3c(c2c2ncnn12)CCCC3	1	1	-4	nt	6	0.9	nt	nt	-2	-3
58	CCN1C(=O)C(CC(=O)Nc2ccc(OC)cc2)N(CCCN2CCN(c3ccc(F)cc3)CC2)C1=S (stereo not given)	1	1	-7	73*	2	1	6	0.6	1	-1
59	O=C(COC(=O)COc1ccc(Cl)cc1)Nc1ccc(N2CCOCC2)cc1	1	1	-12	-14	-3	1	4	2.0	-2	-2
60	O=S(=O)(NCC1CCCO1)c1cccc2nsnc12 (stereo not given)	1	1	-6	-5	23	0.8	-20	1.6	-3	-5
61	CC1(C)[C@@H](O)CC[C@]2(C)[C@H]3C(=O)C=C4[C@@H]5C[C@@](C)(C(=O)O)CC[C@]5(C)CC[C@@]4(C)[C@]3(C)CC[C@@H]12	1	1	-10	-9	15	0.8	-8	2.5	-1	3
62	CCOc1ccccc1NC(=O)CSc1nc(N)c(C#N)cc1C#N	1.1	1	-4	3	3	1	6	1.4	0	-7
63	CCN1C(=O)/C(=C\c2ccc(-c3ccc([N+](=O)[O-])cc3OC)o2)SC1=Nc1cccc(C(=O)O)c1	1	0.9	12	-3	7	0.9	3	4.0	8	1
64	O=C1CCC(=O)N1c1ccc(-c2nc3ccccc3s2)cc1	0.1	1.1	-9	-11	5	0.9	-107	2.8	-8	88*
65	CCC(C(=O)N1CCOCC1)n1c(C(=O)OC)cc2occc21 (stereo not given)	1	1	-11	5	-7	1.1	3	0.8	-2	-2
66	CCc1ccc(NC(=O)c2ccc(C3SCC(=O)N3CCc3ccccc3)cc2)cc1 (stereo not given)	1.1	1.1	-6	93*	5	0.9	11	6.3	-6	-8

# Source: PubChem
